Screening results (PubChem)
L3MBTL1 inh – inhibitors of human L3MBTL1; Q9Y468; AlphaScreen L3MBTL1–H3K9me1 peptide binding; Potency, µM (series often up to 57.1 µM), without a hit: at the top dose activity, negative = inhibition, most hits filed as inhibitors; hit rate 0.66% among 230,000; AID 485360; active means well fitted inhibition curve with a large enough effect; inconclusive means small, poorly fitted or top-dose-only effect; inactive means no such curve, though single readings can be large or run the other way; further: nearly all actives have a fitted effect of over 60% in size
Target sequence (Q9Y468 whole entry, looked up): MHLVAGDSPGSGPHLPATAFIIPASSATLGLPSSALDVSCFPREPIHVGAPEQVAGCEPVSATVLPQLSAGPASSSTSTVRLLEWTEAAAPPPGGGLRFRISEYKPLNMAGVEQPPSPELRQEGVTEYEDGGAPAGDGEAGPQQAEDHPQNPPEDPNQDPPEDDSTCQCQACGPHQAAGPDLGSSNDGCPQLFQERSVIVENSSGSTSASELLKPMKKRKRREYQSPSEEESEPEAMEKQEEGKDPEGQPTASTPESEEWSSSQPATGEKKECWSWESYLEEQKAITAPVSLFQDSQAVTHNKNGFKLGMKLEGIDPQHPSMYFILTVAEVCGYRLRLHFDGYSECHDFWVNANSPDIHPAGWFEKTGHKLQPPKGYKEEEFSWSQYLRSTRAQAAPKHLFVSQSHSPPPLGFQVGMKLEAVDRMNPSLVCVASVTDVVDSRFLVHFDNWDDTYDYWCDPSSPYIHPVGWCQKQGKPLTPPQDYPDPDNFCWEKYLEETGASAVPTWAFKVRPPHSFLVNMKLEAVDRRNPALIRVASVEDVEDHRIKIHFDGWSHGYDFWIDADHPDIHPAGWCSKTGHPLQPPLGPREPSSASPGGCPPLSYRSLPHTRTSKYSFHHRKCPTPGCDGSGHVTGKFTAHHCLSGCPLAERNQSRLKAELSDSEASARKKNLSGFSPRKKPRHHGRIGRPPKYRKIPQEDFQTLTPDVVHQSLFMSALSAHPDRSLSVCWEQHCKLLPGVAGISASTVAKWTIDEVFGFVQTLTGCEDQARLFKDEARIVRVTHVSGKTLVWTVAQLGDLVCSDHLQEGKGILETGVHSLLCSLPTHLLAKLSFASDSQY
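L3MBTL1 50 nM + b-AHA-H3(1-15)K9me1 75 nM, 30 min RT; compound added, 30 min RT; streptavidin donor/Ni-chelate acceptor beads 10 ug/mL each final, 30 min RT dark; AlphaScreen read.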
The depositor's hits bear a star; ? = inconclusive; [ ] = remark or other dose. On the % scale 0 is the no-effect control and ±100 the full control effect; potency means the concentration at half of the fitted maximal effect. Not all compounds are listed; rates above refer to the full screens.

SMILES	L3MBTL1 inh
O=C(O)C1=CC[C@@H](c2ccc(Cl)cc2)N(S(=O)(=O)c2ccc(Cl)cc2)[C@H]1c1cccc(Cl)c1	1%
Cc1ccc(C(=O)NC(=S)NNC(=O)c2ccc([N+](=O)[O-])cc2)cc1	4%[2.29 µM]
COc1ccc(C(=O)Nc2cccc(NC(=O)c3cccs3)c2)cc1OC	38%[activator]
O=C(c1ccc(-c2ccc([N+](=O)[O-])cc2)o1)N1CCCC(C(F)(F)F)C1 (centres undefined)	-16%
CC1CC(C)CN(S(=O)(=O)c2ccc(Cl)cc2)C1 (centres undefined)	12%
O=C(COC(=O)c1ccc(CN2CCCC2=O)cc1)Nc1ccc(F)cc1	8%
Cc1ccc(C(=O)Nc2cccc(NC(=O)c3ccc(C)o3)n2)o1	-1%
CCN1CCN(C(=O)NC2CCCCC2)CC1	-6%
CCOC(=O)C1C(c2ccc(O)c(OC)c2)NC(=O)NC1(O)C(F)(F)F (centres undefined)	17%
CCc1ccc(C(=O)NNC(=O)[C@H](C)NC(=O)c2ccco2)cc1	0%
O=C(CCN1CCOCC1)c1ccc(N2CCCCC2)cc1	2%
CC(Sc1nnnn1C)C(=O)Nc1ncc(Cl)cc1Cl (centres undefined)	4%
O=C(COC(=O)c1cccnc1Cl)Nc1ccc(S(=O)(=O)N2CCOCC2)cc1	-6%
c1cc(SC2CCCCC2)cc(-c2nc3cnccn3c2NC2CCCCC2)c1	9%
CCOc1ccc(S(=O)(=O)NCCc2ccccn2)cc1	11%
O=CN1CCN(C(=O)CC(c2ccccc2)c2cc(Br)ccc2O)CC1 (centres undefined)	-2%
CC1(C)Cc2c(sc3ncnc(NN)c23)CO1	-12%
Cc1ccc(Nc2nnc(SCC(=O)NCC3CCCO3)s2)cc1C (centres undefined)	5%
COc1ccc(-c2oc(=O)c3cc(OC)c(OC)cc3c2C#C[C@]2(O)CC[C@H]3[C@@H]4CCc5cc(OC)ccc5[C@H]4CC[C@@]32C)cc1	0%
COC(=O)C1CCN(C(=O)CSc2nc3nc(C)cc(C)n3n2)CC1	15%
Cc1ccc(NC(=O)c2cnc(SCC(=O)NCC3CCCO3)n(C)c2=O)cc1 (centres undefined)	8%
O=C(CNc1ccccc1N1CCCC1=O)Nc1cc(Cl)ccc1-n1cncn1	1%
CCn1c(C)cc(C(=O)CSc2nnc(-c3ccco3)o2)c1C	3%
CN(C)S(=O)(=O)c1ccc(NC(=O)CSc2nnc(-c3ccco3)n2N)cc1	-1%
CC(=O)Nc1ccc(S(=O)(=O)N(C)CC(=O)NCCOc2ccccc2)cc1	13%
Cc1cccc(OCCC(=O)Nc2ccc(C)c(S(=O)(=O)N3CCOCC3)c2)c1	1%
CCOC(=O)c1c(C)[nH]c(C(=O)COC(=O)c2cccnc2Cl)c1C	2%
COc1cc(-c2noc(C)c2-c2ccc(N(C)C)nc2)cc(OC)c1OC	1%
CCN1C(=O)[C@@H]2[C@@H](c3ccc(-c4ccc(C(C)=O)cc4)c(OC)c3)N3CCCC[C@@]3(C(=O)OC)[C@@H]2C1=O	-7%
CCc1nnc(NS(=O)(=O)c2ccccc2)s1	4%[2.29 µM]
CC(C(=O)Nc1ncc([N+](=O)[O-])s1)N1C(=O)c2ccccc2S1(=O)=O (centres undefined)	8%
COc1ccc(NC(=O)Cn2nc(C(=O)O)c3ccccc3c2=O)cc1S(=O)(=O)N1CCCCC1	-1%
Cc1cccc(NC(=O)c2nc[nH]c2C(=O)NCCCCCCNC(=O)c2[nH]cnc2C(=O)Nc2cccc(C)c2)c1	-3%
CCCCn1c(N)c(N(CC(C)C)C(=O)c2oc3ccc(OC)cc3c2C)c(=O)[nH]c1=O	-7%
C[C@H](CO)N1C[C@H](C)[C@@H](CN(C)CC2CCCCC2)Oc2ccc(NC(=O)CCN3CCOCC3)cc2C1=O	5%
Cc1nn(CC(=O)NCCC2=CCCCC2)c(C)c1S(=O)(=O)N(C)C	-1%
COc1ccc(Cl)cc1S(=O)(=O)N1CCN(C(=O)c2n[nH]c(=O)c3ccccc23)CC1	-6%
CCC(C(=O)OCC(=O)Nc1c(C)nn(-c2ccccc2)c1C)c1ccccc1 (centres undefined)	5%
Cc1ccsc1C(=O)OCC(=O)NCc1ccc(Cl)cc1	13%
COc1ccc(N2C(=O)N3[C@H](c4cccc(C)c4)[C@@H]4C(=O)N(Cc5ccccc5)C(=O)[C@@H]4[C@]3(Cc3ccccc3)C2=O)cc1	-4%
CCOc1ccccc1N1CCN(CC(=O)Nc2ccccc2C(=O)NC2CC2)CC1	2%
O=C1NC[C@H](c2ccccc2)OC(=O)[C@H](Cc2ccc(F)cc2)CC/C=C/C[C@H]1CC(=O)N(CCO)Cc1ccccc1	-5%
CCc1cccc(CC)c1-n1c(SCC(=O)N2CCCc3ccccc32)nc(O)cc1=O	-9%
CCC(CO)Oc1cc(NC(=O)c2ccc(Cl)cc2)c2ncn(C(C)C)c2c1 (centres undefined)	8%
CC(C(=O)Nc1nc(-c2ccc(F)cc2)cs1)N1C(=O)C2CC=CCC2C1=O (centres undefined)	-3%
c1ccc(CCc2ccncc2)cc1	7%
O=C(OCC(=O)N1CCCc2ccccc21)c1ccccc1OC(F)F	1%
O=C(NCCc1ccc(Cl)cc1)c1ccc2nc(N3CCOCC3)sc2c1	3%
Cc1ccc(S(=O)(=O)Nc2cccnc2)cc1C	6%
CC(C)c1ccc(CN2CCN(C(=O)CSc3nnnn3C3CC3)CC2)cc1	-4%
CC(C)CCN(C(=O)c1cc(=O)[nH]c2ccccc12)c1c(N)n(Cc2ccccc2)c(=O)[nH]c1=O	3%
CC(C)(C)NC(=O)C(c1ccc(Cl)cc1)N(CCO)C(=O)c1snc(C(N)=O)c1N (centres undefined)	9%
CCOC(=O)C1=C(N)Oc2ccc3ccccc3c2C1c1ccc(O)cc1 (centres undefined)	-8%
COc1ccc(NC(=O)C(=O)NCC(c2ccco2)N2CCc3ccccc3C2)cc1OC (centres undefined)	-3%
Cc1ccc(C)c(C(=O)COC(=O)c2ccc(C)c(S(=O)(=O)N3CCOCC3)c2)c1	0%
O=C(CSc1n[nH]c(-c2cccs2)n1)N1CCCCC1	9%
COc1cc2c(cc1OC)C(c1ccc([N+](=O)[O-])cc1)NCC2 (centres undefined)	3%
CC(=O)c1cn(CCOc2ccccc2C)c2ccccc12	11%
CCN1C(=O)[C@H]2[C@H]3CN=C(SCc4ccccc4)N3[C@@](C)(C(=O)OC)[C@H]2C1=O	1%
COc1ccc(CN(C)C(=O)CCc2ccc(S(=O)(=O)N3CCCCCC3)cc2)c(OC)c1	-6%

Given with bars between the fields: entries from further up.
smiles | L3MBTL1 inh
Cc1ccc(C)c(C(=O)COC(=O)c2ccc(C)c(S(=O)(=O)N3CCOCC3)c2)c1 | 0%
O=C(CSc1n[nH]c(-c2cccs2)n1)N1CCCCC1 | 9%
COc1ccc(NC(=O)C(=O)NCC(c2ccco2)N2CCc3ccccc3C2)cc1OC (centres undefined) | -3%

Other entries follow.
SMILES	L3MBTL1 inh
CC(=O)Nc1cccc(NC(=O)CSc2nnc3ccc(-c4ccncc4)nn23)c1	-3%
NC(=O)c1ccc(NC(=O)COC(=O)CNC(=O)c2sc3ccccc3c2Cl)cc1	3%
O=C(NC[C@@H]1CC[C@@H](Cc2ccc(-c3ccccc3)cc2)O1)Nc1ccc(Br)cc1	12%
CCCNC(=O)c1ccc(N2CCC3(CC2)CC(c2cccc(Br)c2)=NO3)c(NC(=O)c2ccccc2)c1	-6%
COc1ccc(/C(C)=N/NC(=O)c2cccc(S(=O)(=O)N3CCCC3)c2)c(O)c1	6.3µM*
Nc1c(C(=O)CSc2nnnn2-c2ccc(O)cc2)c(=O)[nH]c(=O)n1C1CC1	-5%
CCC(CC)NC(=O)CSc1ccc(S(=O)(=O)N2CCOCC2)cn1	0%
CC1CC(C)CN(C(=O)COC(=O)c2nn(C)c(=O)c3ccccc23)C1 (centres undefined)	-11%
CC(C)Cn1c(CCC(N)=O)nnc1SC(C)C(=O)Nc1ccc2c(c1)OCO2 (centres undefined)	0%
COc1ccc(Cl)cc1NC(=O)c1cc(-c2ccccc2)on1	4%[2.29 µM]
Cc1ccc(C)c(S(=O)(=O)NCC(=O)OCC(=O)Nc2sccc2C(N)=O)c1	-3%
CC(C)c1ccc(NC(=O)CN2C(=O)NC3(CCCCCCC3)C2=O)cc1	-6%
Cc1ccc(NC(=O)c2cc(C)nc3ccccc23)cc1	5%
CC(C)(C)c1ccc(S(=O)(=O)N2CCN(C(=O)c3ccc4c(c3)C(=O)N(Cc3ccncc3)C4=O)CC2)cc1	-1%
O=C(NCCS(=O)(=O)N1CCN(c2ccccc2)CC1)c1cccs1	-8%
CC(CNC1CCCCC1)OC(=O)c1ccccc1 (centres undefined)	4%
COC1c2ccccc2C(=O)N1Cc1ccc(F)cc1 (centres undefined)	4%
Cn1c(N)c(C(=O)CSc2nnc(-c3c[nH]c4ccccc34)n2C2CC2)c(=O)[nH]c1=O	3%
COc1ccc(-c2nnc(SCC(=O)N(C)C3CCS(=O)(=O)C3)n2C(C)C)cc1 (centres undefined)	6%
CN(CC(=O)N1CCN(Cc2ccccc2)CC1)C(=O)Cc1ccc(Cl)c(Cl)c1	3%

Grouped by structure, those above with two or more sulfur atoms.
SMILES	L3MBTL1 inh
Cc1ccc(Nc2nnc(SCC(=O)NCC3CCCO3)s2)cc1C (centres undefined)	5%
CN(C)S(=O)(=O)c1ccc(NC(=O)CSc2nnc(-c3ccco3)n2N)cc1	-1%
CCc1nnc(NS(=O)(=O)c2ccccc2)s1	4%[2.29 µM]
CC(C(=O)Nc1ncc([N+](=O)[O-])s1)N1C(=O)c2ccccc2S1(=O)=O (centres undefined)	8%
O=C(CSc1n[nH]c(-c2cccs2)n1)N1CCCCC1	9%
CCC(CC)NC(=O)CSc1ccc(S(=O)(=O)N2CCOCC2)cn1	0%
Cc1ccc(C)c(S(=O)(=O)NCC(=O)OCC(=O)Nc2sccc2C(N)=O)c1	-3%
O=C(NCCS(=O)(=O)N1CCN(c2ccccc2)CC1)c1cccs1	-8%
COc1ccc(-c2nnc(SCC(=O)N(C)C3CCS(=O)(=O)C3)n2C(C)C)cc1 (centres undefined)	6%

(cont.)
SMILES	L3MBTL1 inh
CCOc1ccc(S(=O)(=O)Nc2ccc(C(=O)N(C)CC(=O)Nc3ccc(OC)cc3)cc2)cc1	3%
COc1ccc(S(=O)(=O)Nc2cc3c4c(c2)CCC(=O)N4CCC3)cc1	0%
CCOC(=O)c1cc(-c2ccccc2C)nn1Cc1cc(C)no1	26%
Cc1sc(N)nc1-c1ccc2c(c1)OCCO2	-3%
CCN1C(=O)[C@H]2[C@@H](c3ccc(-c4ccc(Cl)c(Cl)c4)cc3)N[C@@](Cc3ccccc3)(C(=O)OC)[C@H]2C1=O	-2%
O=C(NC1CCC(O)CC1)c1ccc(-c2ccc(Cl)cc2)o1 (centres undefined)	-8%
C[C@@H](NC(=O)[C@@H]1Cc2ccccc2CN1)C(=O)Nc1ccc2c(c1)OCO2	4%
CCCn1c(SC(C)C(=O)NC2CC2)nnc1-c1ccncc1 (centres undefined)	1%
Cc1nc(SCC(=O)Nc2ccc(CN3CCCC3)cc2)c2c(C)c(C)sc2n1	-9%
O=C(NCc1ccc(Cl)cc1)C1CCN(C(=O)c2ccc(Cl)cc2)CC1	3%
Cc1ccc(OCCNC(=O)CNC(=O)c2ccc3c(c2)OCO3)cc1	2%
COc1cc(OC)cc(-c2c(-c3ccsc3)c3cc(Br)ccc3n2C)c1	-1%
COC(=O)[C@]1(Cc2ccccc2)N[C@H](CN(C)C(=O)Nc2ccc(F)cc2)[C@@H]2C(=O)N(C)C(=O)[C@@H]21	5%
COc1ccc(OC)c(NC(=O)CSc2nc(=O)n(Cc3ccccn3)c3c2CCC3)c1	-3%
C/C(CC(=O)Nc1ccc(N(C)C)cc1)=N\NC(=O)c1ccc([N+](=O)[O-])cc1	?
O=S(=O)(Nc1ccccn1)c1ccc(Br)cc1	3%
Cc1c(C(=O)OCC(=O)NCc2ccco2)oc2ccccc12	-2%
CCOC(=O)/C=C/[C@H]1CCc2cccc(Cl)c2O1	44%[activator]
CS(=O)(=O)N(CC(=O)N1CCCC1)c1cc(Cl)ccc1Cl	2%
CC1C(=O)N2CCCc3cc(NC(=O)C(=O)NCCN4CCOCC4)cc1c32 (centres undefined)	-7%
O=C1CCC(C(=O)NCc2ccccc2)N1 (centres undefined)	3%
CCN(CC)C(=O)[C@H]1C[C@H](CC(=O)NCCCn2ccnc2)C(=O)N2CCc3c([nH]c4cc(-c5ccco5)ccc34)[C@]12C	-18%
CSc1ccc(CN(C)CCc2ccccn2)cc1	2%
C=CCN1C(=O)[C@H]2CCC=C[C@H]2[C@@H]1c1cccc(C)c1	0%
COc1ccc(CCNC(=O)COC(=O)C2COc3ccccc3O2)cc1 (centres undefined)	4%
O=C(N/N=C/c1ccccc1)C(O)c1ccccc1 (centres undefined)	4%
CCCN(CC(=O)Nc1ccccc1C)C(=O)c1ccc(S(=O)(=O)N2CCCC2)cc1	4%
O=C(COC(=O)CN1C(=O)C2CCCCC2C1=O)NNC(=O)c1ccc(Cl)cc1 (centres undefined)	3%
Cn1c(-c2ccc(F)c(F)c2)cc2onc(-c3ccccc3)c2c1=O	12%
CC1CCCC(C)N1C(=O)COC(=O)c1cccnc1Cl (centres undefined)	-3%
O=C(c1ccc2c(c1)OCCO2)N1CCN(Cc2c(F)cccc2Cl)CC1	8%
COc1cccc2sc3ccc(NCCC4CCCN4C)cc3c(=O)c12 (centres undefined)	-6%
CC(C)C(NC(=O)c1c(F)cccc1F)C(=O)NCc1ccc(S(=O)(=O)N2CCOCC2)cc1 (centres undefined)	0%
CC(OC(=O)CNC(=O)c1cccs1)C(=O)Nc1ccc(S(N)(=O)=O)cc1 (centres undefined)	4%
